# Screening results: PubChem, National Center for Advancing Translational Sciences (NCATS)
# GLP-1R inv ag – GLP-1 receptor (human) inverse agonism | P43220 | HEK293 GLP-1R CRE-luciferase, luminescence, 24 h; GLP-1R form is constitutively active | Potency, µM (top dose mostly 38.3 µM), for the others: top-dose activity change, negative = inhibition, most hits filed as inhibitors | hit rate 1.6% among 410,000 | AID 624417; also: % is scaled to controls: 0 for no effect and ±100 for the full control effect; nearly all actives have a fitted effect of over 55% in size
# Target sequence (P43220 whole entry, looked up): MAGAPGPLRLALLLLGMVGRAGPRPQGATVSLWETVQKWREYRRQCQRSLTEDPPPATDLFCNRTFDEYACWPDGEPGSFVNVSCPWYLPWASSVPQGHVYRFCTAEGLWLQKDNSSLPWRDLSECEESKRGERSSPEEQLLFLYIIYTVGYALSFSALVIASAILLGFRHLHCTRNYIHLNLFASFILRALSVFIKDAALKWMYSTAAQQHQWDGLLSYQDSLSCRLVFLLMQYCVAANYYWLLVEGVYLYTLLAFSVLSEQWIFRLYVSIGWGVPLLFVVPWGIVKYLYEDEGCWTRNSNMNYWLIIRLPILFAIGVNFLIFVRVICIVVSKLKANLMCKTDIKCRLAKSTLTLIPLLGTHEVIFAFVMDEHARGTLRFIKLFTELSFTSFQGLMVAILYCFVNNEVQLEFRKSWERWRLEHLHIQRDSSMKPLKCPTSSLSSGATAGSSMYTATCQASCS
#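 GLP-1R inverse agonism mode: basal reporter luminescence in engineered HEK293 cells measured after one day of compound exposure at 37 deg C, with a 12 min room-temperature detection step.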
# KB-3-1 cytotox – KB-3-1 parental cell cytotoxicity. KB-3-1 viability, CellTiter-Glo ATP luminescence, 72 h. Potency, µM (doses to about 46.1 µM), for the others: at the highest dose activity change, negative = cytotoxic, most hits filed as cytotoxic. hit rate 1.4% among 400,000; also: % is scaled to controls: 0 for no effect and ±100 for the full control effect; nearly all actives have a fitted effect of over 60% in size
#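 Luminescent ATP read-out (CellTiter-Glo) measures survival of drug-naive KB-3-1 cells after 72 h compound exposure at 37 °C. Titration series was screened from lowest to highest concentration, with DMSO vehicle plates as background controls.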
# HT1080NT lethal – kills 2HG-producing HT-1080-NT fibrosarcoma cells; HT-1080-NT fibrosarcoma viability, CellTiter-Glo ATP luminescence, 48 h; Potency, µM (highest dose often 46.1 µM), for inactives: at the highest dose activity, negative = less viability, hits mostly cytotoxic; hit rate 1.6% among 360,000; AID 686970;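 also: NT is the 2HG producing partner of a matched IDH1 knockdown line; 0% = DMSO-treated cells and -100% = media-only wells without cells; nearly all actives have a fitted effect of over 55% in size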
#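 Read-out is CellTiter-Glo luminescence after 10 minutes at room temperature, following 48 hours' compound treatment of HT-1080-NT cells (750 cells/well, RPMI, 5% FBS, 37 degrees C).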
# TDP-43 yeast inh – rescues yeast growth from TDP-43 toxicity | hit rate 1.8% among 410,000 | TDP-43 expressing yeast growth rescue, BacTiter-Glo, 24 h | Potency, µM (titrated, usually from 46.1 µM), for the others: at the top dose growth rescue (activation), hits mostly activators | AID 652104; also: % of control where 0% means no effect; nearly all actives have a fitted effect of over 50% in size
#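 Growth rescue of TDP-43-toxic yeast measured as ATP luminescence (BacTiter-Glo). Cells grown to mid-log in raffinose, induced in galactose at OD600=0.02, exposed to compound 24 hr at 30 deg C.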
# SW480 rerep – DNA re-replication induction in SW480 cells. AID 624297. hit rate 1.8% among 340,000. Potency, µM (highest dose often 46.1 µM), inactives show at the top dose re-replication activation, hits mostly activators. SW480 DNA re-replication, Hoechst DNA content imaging, 48 h; also: % of control where 0% means no effect; nearly all actives have a fitted effect of over 55% in size
#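 Quantitative HTS format with DMSO vehicle controls; 48 hr drug incubation at 37 C, then 40 min Hoechst staining and scanning imager measurement at 405 nm excitation.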
# GLP1R cytotox – cytotoxic in the GLP-1 receptor inverse agonist counter-screen | HEK293 cAMP-luciferase reporter cells, luminescence, 24 h | Potency, µM (top dose mostly 38.3 µM), for inactives: at the highest dose activity change, negative = inhibition, most hits filed as inhibitors | hit rate 0.13% among 410,000 | AID 624418;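 also: loss of luciferase light is scored as toxicity; % is scaled to controls: 0 for no effect and ±100 for the full control effect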
#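 Cells in DMEM/10% Nu serum/1% pen-strep, 1536-well format. Pre-incubated 12 h, dosed with 23 nL compound, incubated a further 24 h. Luciferase detection, 12 min at room temp, luminescence.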
# HT1080 IDH1KD tx – HT-1080 IDH1 knockdown cell toxicity (counter line); HT-1080 IDH1 knockdown viability, ATP luminescence, 48 h; Potency, µM (series often up to 46.1 µM), inactives show at the top dose activity, negative = toxicity, hits mostly cytotoxic; hit rate 2% among 360,000; AID 686971;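 also: 0% = DMSO wells and -100% = cell-free medium wells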
#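 IDH1KD HT-1080 cells, 750/well, RPMI + 5% FBS; compound pinned after 2 h settling; 48 h, 37 °C; CellTiter-Glo luminescence; % activity normalised to DMSO and no-cell wells; curves fitted, classed by r2 and efficacy.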
# KB-V1 MDR tox – KB-V1 MDR subline cytotoxicity; KB-V1 MDR cells viability, CellTiter-Glo, 72 h; Potency, µM (highest dose often 46.1 µM), inactives show at the top dose activity change, negative = cytotoxicity, actives largely listed as cytotoxic; hit rate 3.4% among 400,000; also: % is scaled to controls: 0 for no effect and ±100 for the full control effect; nearly all actives have a fitted effect of over 60% in size
#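 Readout: CellTiter-Glo luminescence, 10 min after addition. Cells: KB-V1 MDR subline, 72 h at 37 degrees C with compound. Analysis: corrected, normalized data fitted to concentration-effect curves.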
# GLP-1R agonist – agonists of human GLP-1 receptor; P43220; HEK293 GLP-1R CRE-luciferase, luminescence, 4-6 h; cells express a hypersensitive GLP-1R form; Potency, µM (series often up to 45.6 µM), for the others: at the highest dose activation, hits mostly activators; hit rate 0.007% among 380,000; AID 624172; also: % of control where 0% means no effect
# * marks the source's active call; other numbers are inactive results; ? = inconclusive; . = not tested or not shown; & = joins results of further samples; [ ] = remark or other dose. Calls follow the shape of the dose curve; as a rule, active = well fitted curve in the direction sought with a large enough effect; inconclusive = small, poorly fitted or top-dose-only effect, or another doubt; inactive = no such curve, though single readings can be large; an effect the other way counts as inactive or inconclusive. Potency is read from the fitted curve at half-maximal effect.
entry	smiles	GLP-1R inv ag	KB-3-1 cytotox	HT1080NT lethal	TDP-43 yeast inh	SW480 rerep	GLP1R cytotox	HT1080 IDH1KD tx	KB-V1 MDR tox	GLP-1R agonist
1	Clc1ccc(COn2ccnc2)cc1Cl	23%	-19%	?	24%	5%	-12%	-12%	-30%	3%
2	NNC(=O)c1ccc(OCC2CC(c3ccc(Cl)cc3)=NO2)cc1 (stereo unspecified)	13µM*	0%	?	0%	13%	13µM*	?	?	3%
3	CCN(CC(=O)Nc1ccccc1C(F)(F)F)C(=O)Cn1c(=O)cnc2ccccc21	-10%	-3%	-5%	-2%	-160%[inhibitor]	0%	11%	-1%	18%
4	COc1ccc(C2c3c(nc(C)[nH]c3=O)Oc3c2c(=O)oc2ccccc32)cc1 (stereo unspecified)	-8%	-1%	-1%	11%	-4%	-12%	6%	5%	0%
5	CN1C(=O)C(Cc2ccsc2)C(=O)N(C)C1=O	0%	0%	3%	-2%	2%	0%	-3%	11%	-1%
6	NC(=O)c1ccc(NC(=O)c2cccn(Cc3ccccc3)c2=O)cc1	10%	-20%	.	7%	.	4%	.	?	.
7	COc1cccc(Oc2c(C)oc3cc(OC(=O)N(C)C)ccc3c2=O)c1	-12%	2%	-6%[9.24 µM]	3%	-4%	-16%	-4%	-11%	4%
8	CC[C@H](OC(C)=O)C(C[C@H](C)N(C)C)(c1ccccc1)c1ccccc1	?	0%	?	20%	12%	-5%	?	?	10%
9	COc1ccccc1-n1c(O)c(C=NCCCn2ccnc2)c(=O)[nH]c1=O	17%	1%	15%	-3%	0%	-1%	9%	13%	1%
10	Cc1ccc(N/N=C/C=C/c2ccco2)cc1	?	-17%	-28%	?	21µM*	28%	-6%	0%	-13%
11	CC(C)Oc1cccc(NC(=O)c2cccn(Cc3ccc4c(c3)OC(F)(F)O4)c2=O)c1	0%	?	-14%	23%	?	-10%	-27%	-28%	0%
12	Cc1ccccc1CCNCc1ccc(Br)cc1	?	-1%	?	-7%[0.397 µM]	12%	-22%	?	-12%	18%
13	Cc1c(NC(=O)/C(C#N)=C/c2ccc(-c3cccc(Cl)c3)o2)c(=O)n(-c2ccccc2)n1C	?	?	-30%	?	?	?	-21%	9.2µM*	5%
14	O=[N+]([O-])c1cccc(O)c1	6%	0%	-6%	?	-4%	-9%	1%	-2%	-2%
15	CN(Cc1cccc(-c2cccnc2)c1)C(=O)Oc1ccc([N+](=O)[O-])cc1	?	16%	?	?	.	-8%	?	?	-11%
16	C=C1N2CCC(CC2)C1(O)c1ccc(C)c(C)c1 (stereo unspecified)	-21%	5%	14%	-12%	-2%	16%	3%	9%	-11%
17	CCN1CCN(P2(=O)C=C(c3ccccc3)OC(c3ccccc3)=C2)CC1	-13%	-21%	-25%	-15%	-6%	?	-10%	-3%	10%
18	COC(=O)C1=C(c2cccc(OCc3ccccc3)c2)C[C@@H]2CC[C@H]1N2C(=O)NCc1ccc(C(F)(F)F)cc1	-5%	?	7%	19%	6%	2%	-2%	?	7%
19	CC(C)[C@H](NC(=O)N1C[C@H]2C[C@@H](C1)c1cccc(=O)n1C2)C(=O)Nc1ccccc1F	7%	0%	7%	25%	-28%	-3%	-3%	29%	0%
20	COc1ccc(S(=O)(=O)N2c3ccc(F)cc3CCC2C)cc1 (stereo unspecified)	?	1.6µM*	1.8µM*	20%	?	-9%	3.7µM*	1.6µM*	23%

# Exported with two lines to a compound: eight of the compounds above.
# Below each compound: GLP-1R inv ag, KB-3-1 cytotox, HT1080NT lethal, TDP-43 yeast inh, SW480 rerep, GLP1R cytotox, HT1080 IDH1KD tx, KB-V1 MDR tox, GLP-1R agonist
(13) Cc1c(NC(=O)/C(C#N)=C/c2ccc(-c3cccc(Cl)c3)o2)c(=O)n(-c2ccccc2)n1C
    ?, ?, -30%, ?, ?, ?, -21%, 9.2µM*, 5%
(14) O=[N+]([O-])c1cccc(O)c1
    6%, 0%, -6%, ?, -4%, -9%, 1%, -2%, -2%
(15) CN(Cc1cccc(-c2cccnc2)c1)C(=O)Oc1ccc([N+](=O)[O-])cc1
    ?, 16%, ?, ?, ., -8%, ?, ?, -11%
(16) C=C1N2CCC(CC2)C1(O)c1ccc(C)c(C)c1 (stereo unspecified)
    -21%, 5%, 14%, -12%, -2%, 16%, 3%, 9%, -11%
(17) CCN1CCN(P2(=O)C=C(c3ccccc3)OC(c3ccccc3)=C2)CC1
    -13%, -21%, -25%, -15%, -6%, ?, -10%, -3%, 10%
(18) COC(=O)C1=C(c2cccc(OCc3ccccc3)c2)C[C@@H]2CC[C@H]1N2C(=O)NCc1ccc(C(F)(F)F)cc1
    -5%, ?, 7%, 19%, 6%, 2%, -2%, ?, 7%
(19) CC(C)[C@H](NC(=O)N1C[C@H]2C[C@@H](C1)c1cccc(=O)n1C2)C(=O)Nc1ccccc1F
    7%, 0%, 7%, 25%, -28%, -3%, -3%, 29%, 0%
(20) COc1ccc(S(=O)(=O)N2c3ccc(F)cc3CCC2C)cc1 (stereo unspecified)
    ?, 1.6µM*, 1.8µM*, 20%, ?, -9%, 3.7µM*, 1.6µM*, 23%

# Later entries:
entry	smiles	GLP-1R inv ag	KB-3-1 cytotox	HT1080NT lethal	TDP-43 yeast inh	SW480 rerep	GLP1R cytotox	HT1080 IDH1KD tx	KB-V1 MDR tox	GLP-1R agonist
21	c1ccc(CN2CCC(=NNc3nc4ccccc4[nH]3)CC2)cc1	-11%	0%	-30%	0%	23µM*	?	?	-1%	-1%
22	Clc1cnc(Oc2ccc(Oc3ncc(Cl)cc3Cl)cc2)c(Cl)c1	16%	-12%	3%	-11%	1%	8%	0%	-9%	12%
23	O=C1NC(=O)C2(CCCc3ccc(N(CCCl)CCCl)cc32)N1 (stereo unspecified)	?	-22%	?	-11%	16µM*	?	?	-21%	13%
24	CC(=O)OC1CC[C@@]2(C)C(=CC(=O)C3C4CCC(OC(C)=O)[C@@]4(C)CCC32)C1 (stereo partly specified)	4%	-1%	17%	-25%	-23%	-2%	10%	-3%	-3%
25	COc1ccc(C(=O)C2CCCN(Cc3cnc(C)s3)C2)cc1OC (stereo unspecified)	8%	?	1%	0%	0%	-1%	-8%	?	34%
26	CN1CCc2cc(O)cc3c2[C@H]1Cc1ccc(O)c(O)c1-3	10%	0%&0%	8.2µM*	1%	?	5%	5.8µM*	-18%&-18%	-3%
27	COC(=O)C1=C(c2cccc(C#N)c2)C[C@@H]2CC[C@H]1N2C(=O)NCCO	9%	16%	1%	3%	-8%	-11%	19%	4%	5%
28	CN1C(=O)C(=Cc2ccc(N3CCCCC3)o2)C(=O)N(C)C1=S	22%	4%	14%	7%	-1%	-24%	16%	8%	-5%
29	O=C1Nc2cc(C(=O)N3CCC4(CC3)OCCO4)ccc2S/C1=C\c1ccccc1	?	?	?	-19%	?	-23%	?	?	7%
30	COc1ccccc1C1=NCc2nnc(C)n2-c2ccc(Cl)cc21	0%	11%	15%	11%	-1%	-6%	7%	7%	1%
31	CN(Cc1cccc(-c2ccncc2)c1)C(=O)Oc1ccc([N+](=O)[O-])cc1	?	?	?	0%	.	6%	?	?	10%
32	CCN(CC)CCCN=Cc1c(O)n(Cc2ccc(F)cc2)c(=O)[nH]c1=O	-9%	-1%	4%	0%	7%	-15%	4%	0%	-15%
33	C=C(C)c1cccc(C(C)(C)NC(=O)NC2CN3CCC2CC3)c1 (stereo unspecified)	11%	-1%	3%	0%	3%	14%	-8%	-3%	1%
34	O=C1CN(O)C(c2ccccc2)=c2cc(Cl)ccc2=N1	4%	1%	7%	10%	?	1%	-1%	0%	-4%&5%
35	CC1=C(C/C(C)=C/c2ccccc2)/C(=C/CO)[C@@H]2OC(=O)O[C@]2(C)C12CC2	?	2%	0%	18%	30%	-11%	3%	-4%	-1%
36	CCC(=O)N1CC(=O)Nc2ccc(Cl)cc2C1c1ccc(F)cc1 (stereo unspecified)	-14%	-4%	0%	4%	-2%	-10%	3%	2%	-4%
37	COC(=O)C1C2c3ccccc3OC1(C)N=c1s/c(=C/c3cnn(C)c3C)c(=O)n12 (stereo unspecified)	8%	6%	4%	-8%	-11%	-7%	-1%	-10%	-13%
38	CCn1nc(-c2ccccc2)nc2c(=O)n(C)c(=O)nc1-2	5µM*	5.2µM*	4.1µM*	?	?	?	5.8µM*	-14%	-26%
39	CC(=O)O[C@H]1CC[C@@]2(C)C(=CC[C@H]3[C@@H]4CC[C@H](C(C)=O)[C@@]4(C)CC[C@@H]32)C1	3%	0%	12%	7%	?	5%	11%	?	0%
40	Cc1ccc(/C=C2/C(=O)NC(=O)N(CCc3ccc(F)cc3)C2=O)o1	-2%	12%	?	9%	5%	-9%	?	38%	-23%

# Continuation:
entry	smiles	GLP-1R inv ag	KB-3-1 cytotox	HT1080NT lethal	TDP-43 yeast inh	SW480 rerep	GLP1R cytotox	HT1080 IDH1KD tx	KB-V1 MDR tox	GLP-1R agonist
41	Cc1ccc(S(=O)(=O)N(C)C)cc1NC(=O)C(C)[N+]12CCN(CC1)CC2 (stereo unspecified)	5%	0%	6%	0%	-2%	6%	3%	2%	12%
42	COC1CCC(OC2CC(C3(C)CCC4(CC(O)C(C)C(C(C)/C=C(\C)C(=O)C(C)CC(C)C(=O)O)O4)O3)OC3(OC(C4OC(O)(CO)C(C)CC4C)CC3C)C2C)OC1C (stereo unspecified)	-69%	?	13µM*	2%	?	?	3.7µM*	-27%	-1%
43	C[C@]12CC(=O)CC1CCC1C2CC[C@@]2(C)C1CC[C@@H]2O (stereo partly specified)	17%	-7%	?	5%	?	-1%	-3%	-15%	-5%
44	Cc1ccc(OCC(=O)N2CCN(C)CC2)c(Br)c1	-4%	-8%	12%	-8%	-3%	1%	6%	-3%	17%
45	O=C(Cc1ccccc1)OCCNC(=O)c1cccnc1	0%	3%	7%	-10%	-1%	1%	5%	16%	-5%
46	S=c1[nH]nc(C2CC2)n1Cc1ccco1	12%	1%	?	-35%[inhibitor]	27%	7%	-20%	-3%	3%

# Only part of the results is shown; count on the stated rates, not on these rows.
